NR1D1 modulator = modulators of Rev-erb alpha DNA binding, primary screen, biochemical, FITC-DNA, fluorescence polarization, uHTS; Nuclear receptor subfamily 1 group D member 1 (Homo sapiens), P20393; Rev-erbα–FITC-DNA binding, 90 min; activity, % at 10 µM; hit rate 0.79% among 370,000; AID 1259318, 2017;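 active = activity above about 14%, limit read from the data; passing the limit was not always enough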;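 also: 0% = DMSO wells with 35 nM protein and 100% = DMSO wells with 750 nM protein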
Tn6 DDE FP = inhibitors of Tn6 peptide binding to fibrin DD(E), primary screen, biochemical, fluorescence polarization, human fibrin, Tn6 probe. AID 720509, 2013. Fibrin DD(E) TRITC-Tn6 fluorescence polarization displacement. hit rate 0.21% among 370,000. inhibition, % at 8.3 µM;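 active = inhibition above a per-campaign cutoff: mean of compounds within control limits plus 3 SD, cut at about 15% in these data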;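 also: 0% = median of all compound wells on the plate and 100% = blocking peptide control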
DDE Tn7 FP inh = inhibitors of Tn7 peptide binding to fibrin DD(E), primary screen, biochemical, fluorescence polarization, human fibrin, Tn7 probe | Fibrinogen beta chain (Homo sapiens), P02675 | FP displacement of FITC-Tn7 peptide from fibrin DD(E); 0% = median of compound wells per plate | inhibition, % at 8.3 µM | hit rate 0.13% among 370,000 | AID 720508, 2013;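 active = inhibition above the mean of compounds falling within the control limits plus 3 SD of them, cut at about 14% in these data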;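 also: 0% = plate median of compound wells and 100% = 10 µM Aha-Tn7 peptide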
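Assay system: human fibrin DD(E) protein / Input: 2 µM fibrin DD(E) / Benchmarks: high control of 10 µM Aha-Tn7 peptide / Measured by: fluorescence polarization of the labelled Tn7 tracer / Medium: Tris buffer with calcium and detergent, pH 7.8 / Timing: 10 min compound pre-incubation, 3 h probe incubation at room temperature / Repeats: one replicate per compound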
ASAP1 GAP inh = inhibitors of human ASAP1 ArfGAP activity, primary screen, biochemical, fluorescence polarization | ASAP1-stimulated ARF1 GTP hydrolysis, GDP FP detection | inhibition, % at 16.5 µM | hit rate 0.19% among 360,000 | AID 624377, 2012; in the data active = inhibition above about 25%;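 also: 0% = vehicle with enzyme and substrate and 100% = no enzyme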
PLC-beta3 inh = human PLC-beta3 inhibitors, primary screen, biochemical, fluorescence. 1-phosphatidylinositol 4,5-bisphosphate phosphodiesterase beta-3 (Homo sapiens), Q01970. Purified PLC-beta3, fluorogenic substrate. inhibition, % at 12.2 µM. hit rate 0.18% among 370,000. AID 720704, 2013; in the data active = inhibition above about 11%;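 also: 0% = median of compound wells on plate and 100% = full blocker control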
Target sequence (Q01970 whole entry, looked up): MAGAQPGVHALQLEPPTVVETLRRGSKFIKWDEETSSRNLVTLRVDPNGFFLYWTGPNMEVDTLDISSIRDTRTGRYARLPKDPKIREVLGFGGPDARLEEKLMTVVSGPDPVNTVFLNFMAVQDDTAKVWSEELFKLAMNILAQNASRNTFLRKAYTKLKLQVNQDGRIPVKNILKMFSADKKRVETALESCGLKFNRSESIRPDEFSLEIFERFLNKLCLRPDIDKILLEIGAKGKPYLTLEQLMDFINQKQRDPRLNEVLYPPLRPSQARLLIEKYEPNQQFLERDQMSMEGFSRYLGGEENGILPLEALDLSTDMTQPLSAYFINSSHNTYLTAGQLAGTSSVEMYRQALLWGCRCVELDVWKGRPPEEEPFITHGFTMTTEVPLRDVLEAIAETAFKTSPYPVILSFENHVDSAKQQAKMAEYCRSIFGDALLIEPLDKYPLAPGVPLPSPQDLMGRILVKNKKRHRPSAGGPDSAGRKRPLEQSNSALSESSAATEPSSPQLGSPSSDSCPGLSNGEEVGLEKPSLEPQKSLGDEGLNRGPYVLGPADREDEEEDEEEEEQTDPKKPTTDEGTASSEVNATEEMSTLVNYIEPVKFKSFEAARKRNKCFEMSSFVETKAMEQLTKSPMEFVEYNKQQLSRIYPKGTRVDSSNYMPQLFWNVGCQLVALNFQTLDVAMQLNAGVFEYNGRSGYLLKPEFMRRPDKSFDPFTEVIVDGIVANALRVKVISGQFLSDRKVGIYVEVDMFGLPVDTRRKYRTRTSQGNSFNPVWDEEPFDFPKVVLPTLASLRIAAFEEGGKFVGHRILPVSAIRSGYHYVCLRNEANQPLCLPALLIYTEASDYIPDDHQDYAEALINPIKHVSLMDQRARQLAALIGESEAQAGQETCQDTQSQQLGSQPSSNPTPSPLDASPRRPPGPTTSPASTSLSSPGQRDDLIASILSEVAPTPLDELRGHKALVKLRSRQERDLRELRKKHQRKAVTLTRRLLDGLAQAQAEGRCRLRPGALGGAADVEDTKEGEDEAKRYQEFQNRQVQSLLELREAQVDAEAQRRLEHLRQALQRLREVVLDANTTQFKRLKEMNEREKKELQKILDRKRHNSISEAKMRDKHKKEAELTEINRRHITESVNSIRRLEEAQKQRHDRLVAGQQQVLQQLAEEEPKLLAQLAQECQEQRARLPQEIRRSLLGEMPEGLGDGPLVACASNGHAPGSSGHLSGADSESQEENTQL
ARFGAP1 inhibitor = inhibitors of rat ARFGAP1 GAP activity, primary screen, biochemical, fluorescence polarization, GDP tracer. ADP-ribosylation factor GTPase-activating protein 1 (Rattus norvegicus), Q62848. Arfgap1-stimulated ARF1 GTP hydrolysis, GDP FP detection. inhibition, % at 16.5 µM. hit rate 0.26% among 360,000. AID 651572, 2012;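 active = inhibition above a per-plate limit, mean inhibition of low control wells plus 3 SD, cut at about 25% in these data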;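 also: 0% = DMSO wells with enzyme and 100% = wells lacking Arfgap1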
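Material: rat Arfgap1 catalytic domain, aa 1-136; also added: human ARF1(Δ1-17)-GTP substrate; compound dosing: one concentration, 16.5 µM, DMSO 1.26%; incubation: GTP hydrolysis reaction 2 h at 25 °C; measured by: Tracer-displacement fluorescence polarization with EDTA stop, 620/688 nm; evaluation: % inhibition from polarization; repeats: one replicate per compound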
proKLK7 act = proKLK7 zymogen activators, primary screen, biochemical, fluorescence intensity | activation, % at 7 µM | hit rate 0.9% among 370,000 | AID 652039, 2013 | purified proKLK7, EDANS-DABCYL substrate fluorescence; 100% is mature enzyme control, 0% vehicle;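 active = activation above the mean of all tested compounds plus 3 SD, computed per campaign excluding outliers beyond control limits, cut at about 13% in these data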
UHRF1 binding = UHRF1 methylated DNA binding inhibitors, primary screen, counter-screen for MBD2 inhibitor project, biochemical, TR-FRET, human UHRF1, single concentration | E3 ubiquitin-protein ligase UHRF1 (Homo sapiens), Q96T88 | UHRF1 binding to methylated oligo | inhibition, % at 4.4 µM | hit rate 0.75% among 370,000 | AID 687016, 2013; in the data active = inhibition above about 21%;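 also: UHRF1 SRA domain binding a hemimethylated CpG hairpin DNA probe; 0% = median of test compound wells and 100% = reference inhibitor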
PLCg1 inh = PLC-gamma1 enzyme inhibitors, primary screen, biochemical, fluorescence, purified enzyme; 1-phosphatidylinositol 4,5-bisphosphate phosphodiesterase gamma-1 (Homo sapiens), P19174; fluorogenic substrate; inhibition, % at 12.2 µM; hit rate 0.84% among 370,000; AID 720700, 2013; in the data active = inhibition above about 9.5%
HGIII-sPLA2 inh = human group III sPLA2 inhibitors, primary screen, biochemical, QFRET, BODIPY PC-A2 liposome substrate | QFRET BODIPY PC-A2 liposome hydrolysis, fluorescence | inhibition, % at 12.2 µM | Group 3 secretory phospholipase A2 (Homo sapiens), Q9NZ20 | hit rate 0.56% among 370,000;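 active = inhibition above mean plus 3 SD of compounds lying within the high and low control bounds, cut at about 19% in these data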;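 also: 0% = median of test compound wells and 100% = no enzyme DMSO wells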
An asterisk follows results filed as active; i = inactive; & = joins results of further samples.

SMILES	NR1D1 modulator	Tn6 DDE FP	DDE Tn7 FP inh	ASAP1 GAP inh	PLC-beta3 inh	ARFGAP1 inhibitor	proKLK7 act	UHRF1 binding	PLCg1 inh	HGIII-sPLA2 inh
O=C(/C=C/c1ccc(S(=O)(=O)N2CCOCC2)cc1)NCc1ccccc1Cl	2	-2	5	6	-1	10	-0.5	-2	-1	0
O=C(N/N=C/c1ccccc1Cl)C1CC1	-5	-5	4	1	-9	2	-0.2	0	-2	2
Cn1c(SCc2nc(-c3ccc(Cl)cc3)no2)nnc1-c1ccco1	3	1	-1	-9	-5	-9	-0.3	1	-3	-6
CC(/C=C/c1ccc2c(c1)OCO2)=N\NC(=O)C(O)c1ccccc1 (configuration not stated)	-1	5	1	-4	-23	-10	1.5	0	-14	11
O=C(CN1CC(=O)Oc2ccccc21)NCc1ccco1	-4	8	7	-1	-6	4	0.8	-6	-5	7
N#Cc1cc(Br)ccc1N=C1CCCN1c1ccccc1	-10	2	6	8	-3	-15	1.0	5	-2	3
CCOC(=O)C(=Cc1ccc(OCc2ccc([N+](=O)[O-])cc2)c(OC)c1)C(=O)OCC	-1	-7	-1	15	0	5	-0.7	0	0	0
Cc1nn(-c2cccc(Cl)c2)c2c1C(c1cccnc1)C(C#N)=C(N)O2 (configuration not stated)	5	3	1	-3	2	12	0.5	12	2	-7
COCCn1c(SCC(=O)NC2CCCC2)nc2c(c1=O)SCC2	1	4	2	6	-6	4	-0.6	2	6	-2
O=C(COn1nnc2ccc(Cl)cc21)NC1CCS(=O)(=O)C1 (configuration not stated)	-3	0	-6	-9	-2	4	0.1	0	-2	4
Cc1ccc(C(=O)CSc2nnc(COc3cccc4cccnc34)o2)cc1	0	3	2	-5	-9	2	0.8	-2	-5	-43
COc1cc(-c2cc3nc(NC4CCCCC4)ccn3n2)cc(OC)c1OC	-3	-6	1	7	-138	4	-1.5	0	-102	-27
CCOC(=O)N1CCC(NC(=O)c2cc(C)c3c(C)nn(-c4ccccc4)c3n2)CC1	19*	7	-3	-8	-4	0	-0.2	0	-7	-3
COc1ccc(N2CCN(CC(=O)Nc3ccc(C)cc3)CC2)cc1	4	-11	-7	-5	-10	0	-0.2	1	0	8
CCOC(=O)N1CCN(C(c2cc3ccccc3o2)c2nnnn2C(C)(C)C)CC1 (configuration not stated)	-3	-4	-9	-1	3	8	0.2	1	2	5
O=[N+]([O-])c1ccc(C2=CSC3=NCCN23)cc1	-10	-4	6	-4	-4	-6	1.0	1	3	-2
CC(C)c1onc(C(=O)N2CCOCC2)c1[N+](=O)[O-]	4	-1	-4	10	13*	-1	-0.3	6	8	3
C/C(=N\NC(=O)c1cc2c(s1)CCC(C)C2)c1cccnc1 (configuration not stated)	-5	2	-7	15	-18	8	-0.1	-3	-13	-9
CCOc1nc(-c2ccc(OC)cc2)ccc1-c1noc(-c2ccncc2)n1	-2	-3	-1	1	1	-11	0.1	-2	1	1
O=C(Nc1ccccc1C(=O)Nc1ccncc1)c1ccc([N+](=O)[O-])cc1	2	1	-3	7	-2	5	-0.1	-3	1	-10
C=CCNC(=O)c1onc(CSc2ccccc2)c1C(=O)NCC=C	10	-2	-6	2	5	3	0.1	-2	5	-9
CC(C)(C)OC(=O)C[C@H]1C/C=C\C[C@@H](CC(=O)N(CCO)Cc2ccccc2)C(=O)N[C@@H](Cc2ccccc2)COC1=O	-3	-4	1	-12	2	-8	-0.4	-1	3	-10
Cc1cc(C)c(C)c(S(=O)(=O)N2CCN(C)CC2)c1C	4	3	-5	6	-10	2	-0.9	39*	-3	0
CC(C)NC(=O)CN1CCN(C(c2ccnc3ccccc23)c2nnnn2-c2ccc3c(c2)OCCO3)CC1 (configuration not stated)	-6	1	-4	-8	-5	2	-0.3	0	-6	-3
CN(C)CCCN(C(=O)c1ccc(S(=O)(=O)N2CCc3ccccc32)cc1)c1nc2ccc(Cl)cc2s1	4	2	-1	11	-6	21	-0.7	-1	0	-2

Record cards, from the list above. Order of screens: NR1D1 modulator, Tn6 DDE FP, DDE Tn7 FP inh, ASAP1 GAP inh, PLC-beta3 inh, ARFGAP1 inhibitor, proKLK7 act, UHRF1 binding, PLCg1 inh, HGIII-sPLA2 inh
C/C(=N\NC(=O)c1cc2c(s1)CCC(C)C2)c1cccnc1 (configuration not stated) is listed as -5, 2, -7, 15, -18, 8, -0.1, -3, -13, -9
O=C(CN1CC(=O)Oc2ccccc21)NCc1ccco1 is listed as -4, 8, 7, -1, -6, 4, 0.8, -6, -5, 7
COCCn1c(SCC(=O)NC2CCCC2)nc2c(c1=O)SCC2 is listed as 1, 4, 2, 6, -6, 4, -0.6, 2, 6, -2
O=C(COn1nnc2ccc(Cl)cc21)NC1CCS(=O)(=O)C1 (configuration not stated) is listed as -3, 0, -6, -9, -2, 4, 0.1, 0, -2, 4

The listing continues.
SMILES	NR1D1 modulator	Tn6 DDE FP	DDE Tn7 FP inh	ASAP1 GAP inh	PLC-beta3 inh	ARFGAP1 inhibitor	proKLK7 act	UHRF1 binding	PLCg1 inh	HGIII-sPLA2 inh
CCN(CC)C(=S)SC1=CCS(=O)(=O)C1	2	4	2	-11	3	5	0.5	26*	1	2
Fc1ccc(C2c3[nH]c4ccccc4c3CCN2CCCn2cccn2)cc1 (configuration not stated)	4	4	6	-5	-62	-3	7.7	13	-37	-26
CC1CN(C(=S)SCC(=O)c2ccccc2)CC(C)O1 (configuration not stated)	-5	1	2	6	2	-13	-0.2	-1	-1	-36
Cc1ccc(S(=O)(=O)Nc2ccc(Cl)cn2)cc1C	6	1	1	-2	-14	1	-0.2	0	-19	-7
O=C(O)[C@@H]1CCCN1S(=O)(=O)c1cccc(S(=O)(=O)N2CCC[C@H]2C(=O)O)c1	-2	-10	1	8	1	1	-0.1	2	3	-2
O=C(Nc1ccc(F)cc1F)c1cc(-c2ccco2)on1	-4	7	4	1	-8	9	-0.8	3	-5	1
O=C1CS(=O)(=O)N(Cc2ccccc2F)c2ccc(Br)cc21	-2	4	-1	5	-14	-5	0.1	0	-6	-16
CCc1nnc(NS(=O)(=O)c2ccc(NC(=O)c3ccc(Cl)cc3)cc2)s1	7	7	-4	16	-12	1	-0.7	0	-2	-29
CC(SC1=NCCN1S(=O)(=O)c1ccccc1)c1ccccc1 (configuration not stated)	7	-4	-2	-6	-8	-9	0.4	-4	1	-5
CC1(C)CC(=O)c2cc(OCC(=O)NCC3CCCO3)ccc2O1 (configuration not stated)	0	0	1	5	i	-12	54*	4	i	3
CCN(CC)c1ccc(N2C(=O)/C(=C/c3ccccn3)SC2=S)cc1	-5	-2	-4	4	-4	4	-1.0	4	2	14
c1ccc(-c2nc3ccccc3s2)nc1	0&2	4&-2	2&-4	3&-1	-11&-120	7&14	0.1&-3.9	3&-2	-9&-83	-3&-6
CCCCC1CCC(C(=O)Nc2ccc(N3CCOCC3)cc2N2CCOCC2)CC1 (configuration not stated)	4	5	2	-4	1	-3	-0.2	3	4	9
OCCCNc1ncnc2c1cnn2-c1ccc(Cl)cc1	-2	-3	0	-17	0	19	0.7	-3	2	-3
Cc1cc(C(=O)N2CC(C)CC(C)C2)c(C)o1 (configuration not stated)	7	-3	3	-7	-16	-11	-0.2	1	-4	11
Cc1ccc(-n2nc3c(=O)n(CCCC(=O)NCc4ccco4)nc(C)c3c2C)cc1	3	-7	4	-4	-4	7	0.1	-2	3	-2
CCCOn1c(OCC(C)C)nc2ccccc2c1=O	-3	-2	2	-1	0	1	0.1	-2	0	-4
C/C(CC(=O)Nc1cccc2c1CCCC2)=N\NC(=O)c1cccc2ccccc12	-3	-3	5	1	1	7	-0.5	-7	-4	-21
CCCCN1C(=O)C(CC(=O)NCCc2ccccn2)CC(C(=O)N(CC)CC)=C1C (configuration not stated)	4	-2	7	-4	-1	-10	-0.2	2	2	6
COc1cc(C(=O)N2CCCCC2)ccc1OCC(=O)Nc1ccc(F)cc1	-4	1	0	-3	-5	4	-0.4	2	1	4
CCCN1CCC(=O)N([C@H](CSc2ccccc2)Cc2ccccc2)CC1	3	-2	6	-3	-2	-5	0.9	-3	2	1
COc1ccc(-n2c(SCC(=O)Nc3ccccc3C)nc(O)c(Cc3ccccc3)c2=O)cc1	0	-4	-7	11	-8	14	-0.1	0	-1	2
Cc1cc(Cl)ccc1OCC(=O)NNC(=O)c1ccc(=O)[nH]c1	1	5	-1	8	1	7	-0.2	-2	-1	-6
O=C(NCC1CCCO1)/C(=C\c1ccco1)NC(=O)c1ccc(Cl)cc1 (configuration not stated)	-2	-3	-6	2	-18	7	0.3	3	-14	6
COc1cc(-c2nc(S(=O)(=O)c3ccc(C)cc3)c(N(C)C)o2)cc(OC)c1OC	2	3	3	4	0	4	0.7	1	0	4
Cc1sc2nc(CN(C(=O)NC3CCCCC3)C3CCCC3)[nH]c(=O)c2c1C	3	-2	-8	-13	-1	1	0.3	4	0	0

Retrieved by compound from the list above, 4 records:
SMILES	NR1D1 modulator	Tn6 DDE FP	DDE Tn7 FP inh	ASAP1 GAP inh	PLC-beta3 inh	ARFGAP1 inhibitor	proKLK7 act	UHRF1 binding	PLCg1 inh	HGIII-sPLA2 inh
COc1cc(C(=O)N2CCCCC2)ccc1OCC(=O)Nc1ccc(F)cc1	-4	1	0	-3	-5	4	-0.4	2	1	4
O=C1CS(=O)(=O)N(Cc2ccccc2F)c2ccc(Br)cc21	-2	4	-1	5	-14	-5	0.1	0	-6	-16
Cc1sc2nc(CN(C(=O)NC3CCCCC3)C3CCCC3)[nH]c(=O)c2c1C	3	-2	-8	-13	-1	1	0.3	4	0	0
CCCCC1CCC(C(=O)Nc2ccc(N3CCOCC3)cc2N2CCOCC2)CC1 (configuration not stated)	4	5	2	-4	1	-3	-0.2	3	4	9

Screening results (PubChem BioAssay)
